High-throughput results deposited in PubChem BioAssay by National Center for Advancing Translational Sciences (NCATS).
BAZ2B block = blocks human BAZ2B | AlphaScreen BAZ2B-H3K14Ac peptide displacement | Potency, µM (highest dose often 114 µM), for inactives: at the highest dose activity change, negative = inhibition, most hits filed as inhibitors | 4.4% of 360,000 active; note: potency is the fitted concentration of half-maximal effect; % is set by controls: 0 for no effect and ±100 for the full control effect; nearly all actives have a fitted effect of over 60% in size
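Compounds, titrated to a top concentration of 110 uM, were incubated 30 min at room temperature with preformed BAZ2B/acetyl-K14 H3 peptide complex (50 nM each). Proximity signal was measured by AlphaScreen after 20 min with beads.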
JMJD2A Tudor = inhibitors of human JMJD2A Tudor domain; 4.4% of 390,000 active; AlphaScreen JMJD2A-Tudor / H3K4me3 peptide binding; Potency, µM (highest dose often 114 µM), without a hit: at the top dose activity change, negative = inhibition, usual class: inhibitors; note: potency is the fitted concentration of half-maximal effect; % is set by controls: 0 for no effect and ±100 for the full control effect; nearly all actives have a fitted effect of over 50% in size
G9a block = inhibitors of human histone lysine methyltransferase G9a | AID 504332 | 8.8% of 350,000 active | Potency, µM (top dose mostly 102 µM), for the others: at the top dose activity, negative = inhibition, hits mostly inhibitors | Q96KQ7 | G9a H3K9 monomethylation, AlphaScreen, 2 h; note: potency is the fitted concentration of half-maximal effect; % is set by controls: 0 for no effect and ±100 for the full control effect; nearly all actives have a fitted effect of over 75% in size
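Signal arises when biotinylated H3K9 peptide, once monomethylated, bridges streptavidin donor and antibody-captured acceptor beads. Enzyme at 20 nM was preincubated 15 min with test compounds; peptide 500 nM and SAM 20 uM then reacted for 2 h.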
Pin1 inhibitor = human Pin1 inhibition; Potency, µM (highest dose often 115 µM), for the others: top-dose activity, negative = inhibition, usual class: inhibitors; 0.009% of 390,000 active; AID 504891; Q13526; Pin1 FP peptide displacement, HiFluor488, 10 min; active = well fitted inhibition curve with a large enough effect in the polarisation, with a control signal flat, not every such curve was filed as active; inconclusive = small, poorly fitted or top-dose-only effect, or effect the other way, or a change in a side signal; inactive = no such curve, though single readings can be large or run the other way; the % refers to the polarisation; note: potency is the fitted concentration of half-maximal effect; % is set by controls: 0 for no effect and ±100 for the full control effect
Target sequence (Q13526 whole entry, looked up): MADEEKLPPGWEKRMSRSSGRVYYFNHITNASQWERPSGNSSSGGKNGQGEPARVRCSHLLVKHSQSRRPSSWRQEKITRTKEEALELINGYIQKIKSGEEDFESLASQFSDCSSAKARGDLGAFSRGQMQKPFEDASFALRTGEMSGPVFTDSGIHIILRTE
PGK inhibitor = blocks T. brucei phosphoglycerate kinase; AID 602233; 0.043% of 380,000 active; P07378; Potency, µM (series often up to 57.5 µM), without a hit: top-dose activity change, negative = inhibition, most hits filed as inhibitors; PGK/GAPDH coupled, Kinase-Glo luminescence, 60 min; note: potency is the fitted concentration of half-maximal effect; % is set by controls: 0 for no effect and ±100 for the full control effect; nearly all actives have a fitted effect of over 60% in size
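Recombinant glycosomal PGK reaction used 1,3-bisphosphoglycerate generated in-well by GAPDH (100nM final) in 100mM TEA pH 7.6, 5mM MgCl2, 0.01% Tween-20. After 60 minutes at room temperature, ATP was read by Kinase-Glo Plus luminescence end-point.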
HP1b chromo inh = blocks HP1-beta chromodomain binding to methylated histone tails | P83916 | AlphaScreen HP1-beta / biotin-H3K9me3 peptide binding | Potency, µM (top dose mostly 114 µM), inactives show top-dose activity change, negative = inhibition, hits mostly inhibitors | 0.56% of 390,000 active; note: potency is the fitted concentration of half-maximal effect; nearly all actives have a fitted effect of over 70% in size; inactives centre near 23
Target sequence (P83916 whole entry, looked up): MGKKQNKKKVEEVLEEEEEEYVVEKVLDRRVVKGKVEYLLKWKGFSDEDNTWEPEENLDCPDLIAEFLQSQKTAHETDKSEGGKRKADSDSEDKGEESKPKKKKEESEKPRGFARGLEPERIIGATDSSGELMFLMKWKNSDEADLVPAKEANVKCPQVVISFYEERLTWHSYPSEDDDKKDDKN
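AlphaScreen: HP1-beta (50 nM) preformed 30 min with biotin-H3(1-18)K9me3 peptide (50 nM) in PBS pH 7.4, 0.01% Tween-20. Compound added for 30 min at RT, then streptavidin donor/nickel chelate acceptor beads (10 ug/mL) for 30 min.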
PI4K2A inh = inhibitors of human PI4K2A. 0.13% of 420,000 active. AID 1346378. Q9BTU6. activity change, negative = inhibition, % at 76.9 µM. purified PI4K2A, ADP-Glo luminescence, 1 h; hits give low values; in the data active = activity change below about -50%; inconclusive = mostly about -30% to -49%;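 note: -100% = wells without enzyme as full effect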
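In this quantitative HTS, ADP production by PI4K2A was quantified luminescently after 1 h at ambient temperature; 100 microM adenosine served as plate-quality control.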
GLS inh = inhibitors of human glutaminase (GLS) | 0.21% of 410,000 active | O94925 | Potency, µM (highest dose often 45.5 µM), without a hit: at the top dose activity change, negative = inhibition, hits mostly inhibitors | GLS enzymatic activity, qHTS titration; note: potency is the fitted concentration of half-maximal effect; % is set by controls: 0 for no effect and ±100 for the full control effect
Target sequence (O94925 whole entry, looked up): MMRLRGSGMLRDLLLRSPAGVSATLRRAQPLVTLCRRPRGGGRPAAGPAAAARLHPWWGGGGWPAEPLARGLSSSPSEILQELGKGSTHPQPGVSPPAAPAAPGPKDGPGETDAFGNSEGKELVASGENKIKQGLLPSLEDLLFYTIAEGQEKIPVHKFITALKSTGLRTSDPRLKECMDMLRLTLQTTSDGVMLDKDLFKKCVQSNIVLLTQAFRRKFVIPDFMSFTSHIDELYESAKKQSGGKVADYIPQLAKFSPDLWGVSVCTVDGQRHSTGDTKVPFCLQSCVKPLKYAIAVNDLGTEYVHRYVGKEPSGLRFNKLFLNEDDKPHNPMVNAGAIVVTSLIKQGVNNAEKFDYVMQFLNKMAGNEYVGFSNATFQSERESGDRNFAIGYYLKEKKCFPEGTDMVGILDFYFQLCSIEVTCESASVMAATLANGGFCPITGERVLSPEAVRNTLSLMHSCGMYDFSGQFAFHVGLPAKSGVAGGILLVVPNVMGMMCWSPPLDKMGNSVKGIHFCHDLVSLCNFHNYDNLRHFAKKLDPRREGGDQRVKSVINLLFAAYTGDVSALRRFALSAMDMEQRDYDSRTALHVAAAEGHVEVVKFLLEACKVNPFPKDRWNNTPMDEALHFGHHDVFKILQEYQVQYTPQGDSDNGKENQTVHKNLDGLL
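Two-point fluorescence kinetic (t0, 30 min RT) for hKGA; glutamate detected via glutamate oxidase–HRP–Amplex Red. Substrate: 1 mM L-glutamine solution; buffer 45 mM KH2PO4, pH 8.2.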
POLH inh = blocks human DNA polymerase eta activity; Q9Y253; 1.2% of 390,000 active; recombinant Pol eta, fluorescent DNA replication assay; Potency, µM (highest dose often 114 µM), for the others: at the highest dose activity change, negative = inhibition, usual class: inhibitors; note: potency is the fitted concentration of half-maximal effect; % is set by controls: 0 for no effect and ±100 for the full control effect
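Pol eta (10 nM) was preincubated with compounds for 15 min at room temperature, after which fluorescent replication substrate (50 nM final) was added to start the reaction. Fluorescence was read kinetically at 0 and 10 min.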
The depositor's hits bear a star; i = inactive; ? = inconclusive; nt = no result given; [ ] = remark or other dose. Unless noted, calls come from the whole dose curve; as a rule, active = well fitted curve in the direction sought with a large enough effect; inconclusive = small, poorly fitted or top-dose-only effect, or another doubt; inactive = no such curve, though single readings can be large; an effect the other way counts as inactive or inconclusive. Not all compounds are listed; count on the stated rates, not on these rows.

SMILES	BAZ2B block	JMJD2A Tudor	G9a block	Pin1 inhibitor	PGK inhibitor	HP1b chromo inh	PI4K2A inh	GLS inh	POLH inh
Cc1ccccc1Oc1nc2c(C)cccn2c(=O)c1/C=C(\C#N)C(=O)Nc1c(C)n(C)n(-c2ccccc2)c1=O	?	?	-5%[59 µM]	1%	-16%	-8%	-17	14%	?
Cc1ccc(S(=O)(=O)NN=C2CC3CCC2(C)C3(C)C)cc1 (stereo not given)	nt	-13%	nt	-5%	-5%	8%[57 µM]	1	-1%	-14%
CCn1cc(C(=O)N[C@H](C(=O)O)C(C)C)c(=O)c2cc3c(cc21)OCO3	-17%	3%	17%	2%	i	47%[activator]	-1	-9%	-14%
NC(CSC1(c2ccc(F)cc2)c2ccccc2-c2ccccc21)C(=O)O (stereo not given)	nt	nt	nt	nt	-12%	nt	1	-11%	?
CCOC(=O)c1n[nH]n(-c2cc(Cl)cc(Cl)c2)c1=O	12%	7%	3%	-4%	-1%	43%[activator]	1	2%	-23%
Cc1ccc(C)c(-c2ccc(=O)n(Cc3cccc(Br)c3)n2)c1	60%[activator]	64%[activator]	154%[activator]	-10%	-29%	69%[activator]	5	0%	-3%
COc1cc(/C=N/n2c(C3CCCCC3)n[nH]c2=S)ccc1O	-14%	11µM*	3.5µM*	-4%	nt	?	-1	?	-4%
Cc1ccc(C(=O)Nc2ccc3c(c2)OCCO3)c(Cl)c1	8%	-8%	nt	-11%	-15%	40%[activator]	-24	3%	-4%
S=C(Nc1cc(Cl)cc(Cl)c1)NC1CCN(Cc2ccccc2)CC1	?	-19%	nt	6%	-3%	30%	17	12%	-11%
Cc1cc(C)n(-c2ccc(C(=O)Nc3cccnc3Cl)cc2)n1	-1%	-9%	-34%	-15%	0%	23%	-3	6%	-8%
COc1ccc(OC)c(-n2c(SCC(N)=O)nnc2-c2c[nH]c3ccccc23)c1	2%	-14%	2%	-3%	-2%	24%	-2	-3%	-13%
CN1CCN(c2ccc(NC(=O)CSc3nnnn3-c3ccccc3Cl)cc2)CC1	?	-27%	?	5%	3%	15%	2	36%[activator]	-5%
CCCN(CCC)CCOc1cc(C)ccc1C(C)C	?	3.2µM*	18µM*	-8%	-4%	?	-1	-2%	-10%
O=C(Cc1c[nH]c2ccccc12)NCc1ccc(Cl)cc1	-25%	-14%	-8%[59 µM]	-5%	-8%	23%	-1	7%	-11%
Cn1c(=NC(=O)c2ccco2)sc2ccccc21	-1%	-9%	-3%	6%	1%	0%	-3	1%	?
COc1ccc(Cc2nnnn2CC(=O)O)cc1	-10%	-11%	?	-4%	-7%	17%	-10	11%	-13%
COc1ccc(NC(=O)CC2C(=O)NCCN2C(=O)Nc2ccc(C(F)(F)F)cc2)cc1 (stereo not given)	-6%	-10%	-10%[12.7 µM]	-1%	5%	22%	-17	8%	-20%
O=C(COC(=O)c1ccc(S(=O)(=O)N2CCCC2)cc1)Nc1cccc(F)c1	14%	-23%	5µM*	-6%	-11%	31%	2	13%	6%
Cc1ccc(S(=O)(=O)N(C)c2ccc(C(=O)Nc3ccccn3)cc2)cc1	3%	-20%	18%[0.501 µM]	1%	1%	9%	1	2%	-16%
O=C(/C=C/c1ccccc1)NNC(=O)c1ccco1	3%	4%	4%	-11%	-1%	28%	0	-8%	-19%
COc1ccc(C(=O)NCc2ccc3c(c2)CCN3C(C)=O)cc1OC	-13%	-3%	4%[59 µM]	1%	10%	19%	2	-1%	-3%
Cn1cnc([N+](=O)[O-])c1Cl	-10%	-3%	nt	3%	-1%	15%	1	4%	-1%
Cc1ccc(NC(=O)CSCC(=O)N(C)CC(=O)Nc2cccc3ccccc23)cc1	-9%	-11%	15%[59 µM]	-2%	0%	-4%	1	1%	0%
Cc1ccccc1-c1cccc([C@@H]2C[C@H]3C(CN2)CON3C)c1 (stereo not given in full)	nt	-18%	nt	0%	5%	9%	-1	16%	-15%
COc1cc(C(F)(F)F)c(C(=O)N(C)Cc2ccc(Cl)c(Cl)c2)cn1	17%	26%	90%[activator]	0%	-3%	73%[activator]	0	11%	-26%
O=C(Cc1ccc(S(=O)(=O)N2CCOCC2)s1)NCC1CCCCC1	?	-23%	-23%	16%	-16%	-9%	-3	10%	?
COc1ccc(C(=O)C(C)OC(=O)c2nc3nccc(C)n3n2)cc1 (stereo not given)	10%	-10%	20%[2.33 µM]	6%	-11%	26%	8	-8%	-1%
Clc1ccccc1N1CCN(c2ncnc3nc[nH]c23)CC1	5%	-18%	2%[59 µM]	5%	-7%	30%	2	2%	3%
Nn1c(SCC(=O)Nc2nccs2)nncc1=O	?	28µM*	-25%	6%	-8%	13%	4	13%	14%
CN(C)c1ncc(S(=O)(=O)c2ccc(Cl)cc2)c(-c2ccc(Cl)cc2Cl)n1	-3%	-14%	11%	-2%	17%	17%	1	15%	-19%
O=C(Nc1ccc2nc(SCC(=O)N3CCCC3)sc2c1)c1ccccc1F	-4%	-19%	-2%[59 µM]	2%	-10%	12%	0	-9%	-5%
Cc1c(Cl)cccc1NC(=O)CCC(=O)N/N=C/c1ccco1	-22%	-7%	nt	-8%	-3%	23%	-1	0%	-15%
CCOC(=O)c1c(C)[nH]c(C)c1S(=O)(=O)NCC1CCN(Cc2ccc(C)cc2)CC1	-26%	-30%	13%	-12%	i	1%	-4	0%	-4%
Cc1cccc(NC(=O)CCC(=O)N/N=C/c2ccco2)c1	-1%	-24%	-9%[59 µM]	3%	-5%	24%	-1	-5%	-14%
COc1ccc(NS(=O)(=O)c2cccc(C(=O)NNC(=O)c3ccc(C)o3)c2)cc1	6%	-12%	1%[12.7 µM]	1%	-1%	18%	1	20%	-13%
COc1cccc(CCNC(=O)c2cnc3sc(N4CCOCC4)nn3c2=O)c1	0%	3%	18%[59 µM]	3%	-3%	66%[activator]	0	0%	-16%
CC(C)SCCCCOc1ccc2ccccc2c1	62%[activator]	52%[activator]	58%[activator][59 µM]	-6%	4%	141%[activator]	-9	4%	-22%
CCc1ccc(-n2nnc(-c3nc(-c4ccc(C)cc4)no3)c2N)cc1	-32%	-14%	-9%[59 µM]	-6%	0%	21%	-8	-9%	-6%
O=C(NCC1CCCO1)c1ccc(NC(=O)c2cccc([N+](=O)[O-])c2)cc1 (stereo not given)	-5%	-10%	14%	4%	-4%	31%	1	8%	-5%
O=c1oc(-c2ccco2)nc2sc3c(c12)CCCCC3	-19%	-7%	10%	5%	0%	4%	0	6%	-11%
CS(=O)(=O)N(CC(=O)N1CCCC1)Cc1ccccc1	-8%	1%	nt	-3%	-5%	24%	2	5%	-11%
CCN(CC)CC(O)COC(c1ccccc1)c1ccccc1 (stereo not given)	10%	-16%	28%[12.7 µM]	-12%	1%	14%	6	-5%	-6%
CCCc1cc(=O)[nH]c(SCC(=O)Nc2sc3c(c2C#N)CCCC3)n1	?	-25%	4%	-1%	-13%	20%	-4	15%	1%
Cc1ccc2c(c1)cc(C)c1nnc(SCC(=O)NCc3ccco3)n12	?	?	-10%[12.7 µM]	0%	i	3%	-1	-10%	-13%
CCc1cccc(NC(=O)Cn2nc3c4cc(F)ccc4n(Cc4cccc(C)c4)cc-3c2=O)c1	-4%	2%	5%[59 µM]	12%	9%	31%	-4	-3%	-2%
COc1ccc2c(CNCCc3ccc(SC)cc3)c(C(=O)O)n(Cc3ccc(F)cc3)c2c1	?	?	-30%[59 µM]	19%	-8%	-6%	-4	11%	-12%
CCc1nnc(NC(=O)CSc2nnc(CNc3ccc(OC)cc3)n2C)s1	-10%	1%	-7%[59 µM]	-2%	1%	24%	5	?	-19%
COCCNC(=O)C(c1ccc(F)cc1)N(CC1CCCO1)C(=O)CCC(=O)Nc1ccccn1 (stereo not given)	-3%	4%	-46%[59 µM]	-1%	-4%	37%	-1	1%	-16%
O=S(=O)(/C(=C\c1ccc(C(F)(F)F)cc1)c1nc2ccccc2[nH]1)c1ccccc1	nt	-24%	nt	7%	-14%	28%	-16	10%	-23%
CC(NC(=S)NC1CCCCC1)c1ccccc1 (stereo not given)	-26%	-3%	-3%	-2%	-5%	29%	-3	1%	-8%

Next structures follow.
SMILES	BAZ2B block	JMJD2A Tudor	G9a block	Pin1 inhibitor	PGK inhibitor	HP1b chromo inh	PI4K2A inh	GLS inh	POLH inh
COc1ccc(CC(=O)Nc2ccc(-c3nc4cc(C)ccc4o3)c(O)c2)cc1OC	-35%	-26%	2%[12.7 µM]	?	1%	3%	4	0%	?
Nc1ccccc1SCc1csc(-c2ccc(Cl)cc2)n1	13%	32%	35µM*	5%	i	62%[activator]	-6	3%	-8%
O=C(CC1C(=O)NCCN1C(=O)c1ccc(Cl)cc1)Nc1ccc(F)cc1 (stereo not given)	-3%	4%	4%	1%	1%	22%	1	3%	-5%
Cc1cccc(OCC(=O)Nc2ccc3nc(C)sc3c2)c1	-8%	-16%	32%[activator]	?	0%	?	-2	1%	-1%
CCOCCCNC(=O)C(c1ccc(C)cc1)N(Cc1ccc2c(c1)OCO2)C(=O)c1ccccn1 (stereo not given)	-8%	-3%	3%	1%	-5%	18%	-4	-19%	-3%
O=[N+]([O-])c1ccccc1S(=O)(=O)N1CCN(c2ccccn2)CC1	5%[57.1 µM]	-31%	nt	63%[activator]	-3%	26%	2	1%	-12%

3 compounds out of the list above, arranged by their value in G9a block, low to high:
SMILES	BAZ2B block	JMJD2A Tudor	G9a block	Pin1 inhibitor	PGK inhibitor	HP1b chromo inh	PI4K2A inh	GLS inh	POLH inh
COc1cc(/C=N/n2c(C3CCCCC3)n[nH]c2=S)ccc1O	-14%	11µM*	3.5µM*	-4%	nt	?	-1	?	-4%
O=C(COC(=O)c1ccc(S(=O)(=O)N2CCCC2)cc1)Nc1cccc(F)c1	14%	-23%	5µM*	-6%	-11%	31%	2	13%	6%
Nc1ccccc1SCc1csc(-c2ccc(Cl)cc2)n1	13%	32%	35µM*	5%	i	62%[activator]	-6	3%	-8%
